PLCg1 inh = blocks human PLC-gamma1 enzyme activity; P19174; purified PLC-gamma1, fluorogenic substrate, fluorescence; inhibition, % at 12.2 µM; 0.84% of 370,000 active; AID 720700; in the data active = inhibition above about 9.5%
NR1D1 modulator = modulators of human Rev-erb alpha DNA binding. Rev-erbα–FITC-DNA binding, fluorescence polarization, 90 min. AID 1259318. activity, % at 10 µM. 0.79% of 370,000 active;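 active = activity above about 14%, limit read from the data; passing the limit was not always enough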;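 note: 0% = DMSO wells with 35 nM protein and 100% = DMSO wells with 750 nM protein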
SMARCA2 activ = increases SMARCA2 function in MMTV reporter cells; 1% of 370,000 active; activation, % at 9.1 µM; AID 652017; MG213 cells, MMTV-luciferase reporter, dexamethasone, overnight; in the data active = activation above about 7.8%;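 note: 0% = vehicle wells and 100% = reference activator wells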
DAX1 inh-1 = inhibits human nuclear receptor DAX1 | inhibition, % at 6.75 µM | HEK293 Gal4-DAX1 luciferase reporter, luminescence | 0.99% of 340,000 active | P51843 | AID 504766;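 active = inhibition above the mean over all tested compounds plus 3 SD, cut at about 4.2% in these data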;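 note: 0% = DAX1-transfected cells with DMSO and 100% = empty-vector control cells with DMSO; inhibition shows as a rise in luminescence from relieved DAX1 repression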
ADAM17 inh = ADAM17 inhibition, QFRET primary screen; 0.83% of 370,000 active; recombinant ADAM17, EDANS/DABCYL FRET peptide cleavage; AID 720648; inhibition, % at 6.95 µM;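 active = inhibition above the mean of compounds lying between control limits plus 3 SD, set per campaign, cut at about 8.5% in these data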;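 note: 0% = DMSO-only wells as the low control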
hcDAF-12 act = activators of H. contortus DAF-12 nuclear receptor | HEK293 hcDAF-12 lit1-tk-luc reporter, luminescence; 0% DMSO, 100% Δ7-dafachronic acid | activation, % at 6.8 µM | 1.4% of 370,000 active;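 active = activation above the mean of all tested compounds plus 3 SD, cut at about 5.5% in these data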;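 note: 100% = response to 3 µM Δ7-dafachronic acid high control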
hgDAF12 agonist = hgDAF-12 agonism, primary luciferase screen | HEK293 GAL4-hgDAF12 UAS-luciferase reporter, agonist luminescence; normalized to butyrate control | 1.8% of 370,000 active | activation, % at 6.8 µM;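 active = activation above a cutoff set at the mean of all screened compounds plus 3 SD, cut at about 10% in these data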;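 note: 0% = DMSO wells and 100% = sodium butyrate wells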
ssDAF-12 act = activates DAF-12 receptor from parasite S. stercoralis; HEK293 ssDAF-12/GRIP1 lit1-tk-luc reporter, luminescence; % of 3 µM dafachronic acid response; activation, % at 6.8 µM; 1% of 370,000 active; AID 652126;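 active = activation above the mean over all tested compounds plus 3 SD, cut at about 0.9% in these data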;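 note: 0% = DMSO-only wells and 100% = 3 µM delta7-dafachronic acid wells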
DAX1 inh-2 = DAX1 (NR0B1) inhibition, primary screen. 1.1% of 370,000 active. AID 652010. HEK293T StAR-luciferase reporter, SF-1/DAX-1 repression relief. inhibition, % at 6.8 µM;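 active = inhibition above the mean over all tested compounds plus 3 SD, cut at about 3.6% in these data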;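 note: 0% = DAX-1 cells with DMSO and 100% = cells lacking DAX-1 with DMSO; higher inhibition means more luminescence from relief of DAX-1 repression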
MBD2 DNA inh = blocks human MBD2 binding to methylated DNA. AID 686964. Q9UBB5. 0.31% of 370,000 active. TR-FRET, MBD2 binding to methylated oligonucleotide. inhibition, % at 4.4 µM; in the data active = inhibition above about 13%
PLCb3 inh = blocks human PLC-beta3 enzyme activity. Purified PLC-beta3, fluorogenic substrate, fluorescence. 0.18% of 370,000 active. Q01970. AID 720704. inhibition, % at 12.2 µM; in the data active = inhibition above about 11%;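 note: 0% = median of compound wells on plate and 100% = full blocker control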
Target sequence (Q01970 whole entry, looked up): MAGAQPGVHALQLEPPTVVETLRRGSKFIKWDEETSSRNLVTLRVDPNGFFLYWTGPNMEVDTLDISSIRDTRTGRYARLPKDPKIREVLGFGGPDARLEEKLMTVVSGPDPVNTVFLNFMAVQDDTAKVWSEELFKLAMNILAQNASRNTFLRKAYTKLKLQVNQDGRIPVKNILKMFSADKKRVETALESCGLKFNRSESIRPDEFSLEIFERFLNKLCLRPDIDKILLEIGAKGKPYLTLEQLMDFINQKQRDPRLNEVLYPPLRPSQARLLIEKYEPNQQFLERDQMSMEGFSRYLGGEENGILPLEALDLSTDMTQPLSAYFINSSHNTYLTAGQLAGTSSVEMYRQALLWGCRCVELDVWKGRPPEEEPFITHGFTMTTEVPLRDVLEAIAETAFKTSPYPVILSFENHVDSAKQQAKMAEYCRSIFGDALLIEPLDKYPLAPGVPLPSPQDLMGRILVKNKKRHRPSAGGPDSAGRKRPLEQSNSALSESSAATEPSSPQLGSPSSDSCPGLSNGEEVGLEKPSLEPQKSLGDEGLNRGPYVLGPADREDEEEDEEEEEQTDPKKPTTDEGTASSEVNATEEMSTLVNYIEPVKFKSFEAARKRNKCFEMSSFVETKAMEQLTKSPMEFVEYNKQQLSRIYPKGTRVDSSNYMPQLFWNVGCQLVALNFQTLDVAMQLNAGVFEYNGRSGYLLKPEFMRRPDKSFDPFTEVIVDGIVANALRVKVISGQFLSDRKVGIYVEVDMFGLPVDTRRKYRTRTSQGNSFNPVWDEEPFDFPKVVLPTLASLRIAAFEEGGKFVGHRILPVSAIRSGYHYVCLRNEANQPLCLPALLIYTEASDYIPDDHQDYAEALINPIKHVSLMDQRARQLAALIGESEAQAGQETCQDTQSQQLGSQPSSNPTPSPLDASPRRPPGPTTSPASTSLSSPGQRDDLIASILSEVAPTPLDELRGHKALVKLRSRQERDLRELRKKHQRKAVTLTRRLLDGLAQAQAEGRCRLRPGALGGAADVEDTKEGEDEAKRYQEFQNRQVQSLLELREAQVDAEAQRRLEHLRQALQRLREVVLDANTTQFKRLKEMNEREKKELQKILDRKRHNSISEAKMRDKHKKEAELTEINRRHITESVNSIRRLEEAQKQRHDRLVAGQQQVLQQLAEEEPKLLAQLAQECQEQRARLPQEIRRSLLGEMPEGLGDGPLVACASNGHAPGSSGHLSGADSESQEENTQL
* hit, by the source's call; . = no result given.

Compound	PLCg1 inh	NR1D1 modulator	SMARCA2 activ	DAX1 inh-1	ADAM17 inh	hcDAF-12 act	hgDAF12 agonist	ssDAF-12 act	DAX1 inh-2	MBD2 DNA inh	PLCb3 inh
COC(=O)c1ccc(C23CC4(C2)[C@H](CN(CC2CCCCC2)[C@@H]4c2ccccc2)C3c2ccccc2)cc1 (stereo not given in full)	0.7	0.3	-1.3	-0.4	2.5	0.4	0.7	-1.2	0.0	-2.3	-1.9
Cc1ccsc1C(=O)Nc1ccc2c(c1)OCCO2	-3.4	-2.1	5.4	-1.4	-2.8	5.0	20.9*	-0.5	4.6*	-6.2	-3.9
CCOc1ccc(CCNC(=O)CN2C(=O)CCSc3ccccc32)cc1OCC	0.4	2.3	-3.8	-0.1	-2.5	-3.0	-1.4	-1.3	-0.4	0.0	-5.4
CN1CCc2c(sc3c2c(=O)n(-c2ccccc2)c2nncn32)C1	-29.1	-4.0	-2.8	1.9	-11.0	-1.1	-1.1	-1.0	0.4	4.9	-35.6
CNC(=O)c1cc(Nc2nnc(C)c3ccccc23)ccc1OC	-4.5	1.4	-2.3	1.1	-2.7	-0.9	-0.2	-1.2	0.8	2.8	-5.5
OC[C@@H]1CN(Cc2ccc(F)cc2)C[C@H](n2cnc3c(NC4CCCC4)ncnc32)O1	1.0	7.6	-0.2	.	-4.2	-1.3	-3.7	-0.9	-1.0	5.0	-2.2
COc1nc(Nc2cccc(C)c2)nc(N2CCCCC2)n1	-2.0	3.1	-1.7	-2.0	-0.1	-0.5	8.0	-1.8	-0.3	-1.1	2.6
CC(Oc1ccccc1)C(=O)N=C1SC2CS(=O)(=O)CC2N1CCc1ccccc1 (stereo not given)	-0.9	1.9	-1.9	-0.1	0.4	-1.0	-0.9	-0.8	-0.1	-0.5	-4.2
CC(=O)NCCc1nc2ccccc2n1CCOc1ccc(C)cc1	3.3	1.2	-1.8	0.7	-2.1	-1.4	-0.1	-1.4	-0.8	0.5	2.6
Cc1cc(C)nc(NC2=NCC(=O)N2c2cc(Cl)cc(Cl)c2)n1	4.0	3.2	-1.5	-0.1	1.8	-0.2	3.3	-0.8	-0.7	-3.3	6.0
CC(=O)Nc1ccc(NC(=O)C2CCN(C(=O)NC3CCCCC3)CC2)cc1	-0.3	-4.0	-5.3	-0.3	-4.1	0.3	1.2	-1.4	0.1	-0.2	-8.9
COCCCNC(=S)N/N=C/c1ccc2ccccc2c1	0.6	-1.4	-0.1	-0.4	1.4	-2.0	-0.8	-1.1	-0.4	-0.4	-7.6
CC(Sc1nnc(-c2ccccc2F)n1C1CC1)C(=O)N1CCCC1 (stereo not given)	0.9	-4.0	-3.1	1.7	-3.2	-1.3	-1.4	-1.3	1.9	0.5	-3.5
COc1ccc(-n2cc(C(=O)c3ccccc3O)cn2)cc1	-83.3	-6.1	-0.7	-0.4	-5.7	4.8	11.1*	0.3	3.5	3.2	-100.8
COc1ccccc1C(=O)NN(C)C1=NS(=O)(=O)c2ccccc21	2.2	0.0	1.4	-0.6	0.3	-1.0	4.3	-1.0	0.4	-2.9	-3.3
CCN(CC)CCCN(C(=O)c1ccc(Br)cc1)c1nc(-c2ccc(OC)cc2)cs1	4.8	-5.2	1.1	3.6	0.6	-3.5	-1.8	-1.5	-0.3	4.9	-3.4
CCCn1c2c(c(O)c(C(=O)NCc3ccccc3)c1=O)CCCC2	2.2	0.4	-1.4	0.1	2.0	0.7	1.3	-0.7	-0.3	-3.2	1.9
CC1(C(=O)NS(=O)(=O)C2CC2)CCCN(C(=O)c2ccc(F)cc2Cl)C1 (stereo not given)	6.2	2.0	0.4	.	1.1	0.7	-0.1	-0.6	0.8	1.6	8.4
O=C(CCc1nc2ccccc2s1)N1CCN(c2ccccc2)CC1	0.0	0.7	-1.2	1.4	-0.5	-0.1	0.2	-1.5	-0.2	-3.8	-7.8
Cc1ccc(C(C)(C)C)c(OCCCn2ccnc2)c1	7.4	20.6	-4.9	1.2	1.8	-2.5	-1.2	-0.7	-0.1	2.7	2.6
CC(=O)OCCCNc1cc(Sc2ccc(Cl)cc2)c2nonc2c1[N+](=O)[O-]	1.3	1.1	-1.9	0.5	2.5	-1.8	-2.0	-1.1	-1.0	-4.0	0.9
CCCOc1ccc(CNC(=O)c2ccc3nc(N4CCOCC4)sc3c2)cc1	-0.2	1.5	-5.8	-0.2	1.3	-2.0	-1.0	-1.0	1.9	0.2	4.5
CS(=O)(=O)N1CCC(C(=O)Nc2ccc(C(F)(F)F)cc2)CC1	1.1	-4.4	2.8	0.0	1.2	-1.7	-1.1	-1.1	-0.7	-3.6	2.9
CCC(C)C(=O)N1CCCC(c2nc(-c3cccs3)no2)C1 (stereo not given)	-1.0	-8.0	6.5	2.3	-5.5	1.3	9.0	-0.4	1.9	3.8	2.9
Cc1cnn(-c2cc(Oc3ccccc3)ncn2)c1	1.2	-5.1	5.5	2.2	-0.4	0.2	2.5	-1.1	-0.6	15.8*	4.9
Cc1ccc(OCCCC(=O)NC(C)c2ccccc2)cc1 (stereo not given)	0.4	-3.1	-0.6	1.0	-4.2	-1.2	0.7	-1.4	-0.3	5.2	-1.7
CCOC(=O)C1=C(CC)Nc2ccccc2N=C1NC(=O)c1ccc(S(=O)(=O)N(C)C)cc1	2.9	4.4	-1.5	-0.5	3.9	-2.0	-2.2	-1.1	-1.3	1.0	1.0
Cc1ccc(Cc2nc(-c3ccncc3)no2)cc1	4.9	-1.8	-0.2	-0.2	4.7	-2.1	1.3	-1.8	-0.8	-5.0	6.9
COc1ccc(C2(NC(C)=O)CCN(C(=O)c3cccs3)CC2)cc1	-2.2	2.0	0.6	-0.6	-7.5	-0.3	-1.7	-1.1	-0.2	1.3	0.7
O=C(c1ccco1)N1CCN(CC(=O)N(C2CCCCC2)C2CCS(=O)(=O)C2)CC1 (stereo not given)	8.8	-1.1	4.1	0.6	0.4	-1.9	-1.8	-1.7	-0.4	-0.7	0.8
O=C(CSc1cccc[n+]1[O-])Nc1ccc([N+](=O)[O-])cc1Cl	3.2	2.7	-1.6	0.2	0.7	-0.6	0.9	-0.9	0.4	2.3	-0.8
Cc1ccc(C(=O)CCC(=O)Nc2cc(C)ccn2)cc1	-6.8	2.8	-0.3	1.3	-3.4	2.1	3.8	-1.1	0.1	0.4	-11.5
Cc1ccc(S(=O)(=O)NCCC(=O)N2CCC(C(N)=O)CC2)cc1C	0.9	4.7	-1.5	-1.1	-3.0	-2.0	1.2	-1.2	-0.4	1.0	-3.1
NC(=O)c1ccccc1OC1CCC1	6.8	-0.6	-1.6	.	-3.9	0.7	-1.5	-0.9	1.2	-7.1	-4.2
CCn1cc(S(=O)(=O)Nc2ccc3c(c2)OCCO3)cn1	-2.0	-4.2	-7.3	0.1	-27.0	-4.7	-12.3	-2.4	-2.2	-3.0	4.2
CCCCN(CC(=O)NC(C)(C)C)C(=O)C(=O)Nc1ccc2c(c1)OCCO2	-0.4	5.3	5.2	0.2	-1.5	0.7	0.0	-0.5	-0.6	0.3	-2.0
CC(=O)N(CCC1(C(C)C)CCOC(C)(C)C1)Cc1ccco1 (stereo not given)	-0.9	-3.1	-0.6	1.8	-3.9	-1.9	-0.8	-1.0	0.6	-6.3	2.4
COc1ccc(C(=O)NCC(=O)Nc2ccc(-c3ccccc3)cc2)cc1	1.0	-8.3	1.9	1.4	0.5	1.7	-1.0	-1.1	0.4	-2.2	0.2
O=S(=O)(c1ccc(Cl)nc1)N1CCCCC1	0.5	3.4	-0.2	-0.3	-2.8	-0.7	1.2	-0.7	-0.2	-0.7	-4.2
CC[C@@]1(C(=O)OC)N[C@H](CN(C)C(=O)Nc2ccc(C)cc2)[C@@H]2C(=O)N(Cc3ccccc3)C(=O)[C@@H]21	1.9	-0.2	-3.6	-0.1	-3.1	-1.1	0.6	-0.2	-0.4	4.3	-2.0
Cc1cccc(C)c1NC(=O)CCCSc1nc2ccccc2s1	-1.3	-3.0	0.1	-0.7	1.8	0.9	4.5	-1.1	-0.5	4.3	-0.9
CCOC(=O)C(=CNc1ccc(N2CCCCC2)c(S(=O)(=O)Nc2ccccc2OC)c1)C(=O)OCC	-1.2	-4.4	-0.7	0.2	-8.3	-0.1	-1.7	-0.9	-0.7	3.9	-5.8
COc1ccc(N(CC(=O)Nc2ccccc2C(F)(F)F)C2=NC3CS(=O)(=O)CC3S2)cc1 (stereo not given)	0.1	-7.5	2.4	0.1	-2.8	1.2	-1.3	-1.5	-0.3	-1.7	1.7
N#C/C(=C\c1c(F)cccc1Cl)c1nn(-c2ccccc2)c(-n2cccc2)c1C#N	-1.6	0.2	-5.5	-1.5	-0.1	-0.7	-1.4	-2.0	-0.6	-4.0	-4.5
COC(=O)c1ccc(CNC(=O)CSC(C)C(=O)Nc2cc(C)on2)cc1 (stereo not given)	-0.7	-2.2	-1.9	0.6	-0.8	-1.1	1.4	-1.6	-1.7	2.9	-3.5
Cc1cc(C)c(C#N)c(Cl)n1	-1.4	-0.2	-2.2	-0.6	0.3	0.4	1.1	-1.6	-0.1	-4.8	-0.7
O=C(c1cccc(S(=O)(=O)N2CCOCC2)c1)N(CCc1ccccc1)Cc1ccccc1	0.0	8.1	-3.9	-0.6	0.4	-2.4	-3.7	-1.2	-2.3	2.3	-3.8
O=C(Nc1ccc(F)cc1F)C1CCN(c2ncccn2)CC1	-8.8	-2.6	0.2	.	-7.6	-1.4	2.7	-1.6	-0.1	-6.0	-11.2
Cn1c2c(c(=O)n(C)c1=O)C(C(F)(F)F)(C(F)(F)F)N=C(CCC1CCCCC1)N2	-1.5	-4.8	-7.7	-3.6	3.0	-6.1	-11.1	-2.7	0.0	-4.5	1.4

Bioassay records from PubChem.

Compounds were not picked by outcome (roughly 7.4% active in at least one column).
